KB-V1 MDR tox: qHTS assay for MDR1-selective chemotherapeutics: Primary screen using the drug-selected MDR subline cells KB-V1. KB-V1 MDR cells viability, CellTiter-Glo, 72 h. AID 1347076, 2019. actives 3.4% (n = 400,000). Potency, µM (titrated, usually from 46.1 µM), for inactives: top-dose activity change, negative = cytotoxicity, most hits filed as cytotoxic; further: potency means the concentration at half of the fitted maximal effect; on the % scale 0 is the no-effect control and ±100 the full control effect; nearly all actives have a fitted effect of over 60% in size
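Luminescent ATP read-out (CellTiter-Glo, 10 min) measures survival of drug-selected KB-V1 MDR cells after 72 h, 37 degrees C compound exposure. Medium: phenol-red-free DMEM, 10% FBS. Values from fitted concentration-response curves.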
MCF10A rereplic: A quantitative high throughput screen for small molecules that induce DNA re-replication in MCF 10a normal breast cells; MCF 10A DNA re-replication, Hoechst nuclear intensity, 48 h; Potency, µM (doses to about 46.1 µM), without a hit: top-dose activity, positive = re-replication, actives largely listed as activators; actives 2.9% (n = 350,000); AID 624296, 2012; further: potency means the concentration at half of the fitted maximal effect; % of control where 0% means no effect; nearly all actives have a fitted effect of over 50% in size
SW480 rerep: A quantitative high throughput screen for small molecules that induce DNA re-replication in SW480 colon adenocarcinoma cells; SW480 DNA re-replication, Hoechst DNA content imaging, 48 h; Potency, µM (top dose mostly 46.1 µM), inactives show at the highest dose re-replication activation, most hits filed as activators; actives 1.8% (n = 340,000); further: potency means the concentration at half of the fitted maximal effect; % of control where 0% means no effect; nearly all actives have a fitted effect of over 55% in size
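250 cells/well; 23 nL cpd via pin tool; 48 hr, 37 C, 5% CO2; Hoechst 40 min; imager read of total nuclear intensity, ex 405/em 500-530 nm.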
HT1080-NT tox: qHTS for induction of synthetic lethality in tumor cells producing 2HG: qHTS for the HT-1080-NT fibrosarcoma cell line; Potency, µM (highest dose often 46.1 µM), for inactives: at the highest dose activity, negative = less viability, most hits filed as cytotoxic; HT-1080-NT fibrosarcoma viability, CellTiter-Glo ATP luminescence, 48 h; actives 1.6% (n = 360,000);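 further: NT is the 2HG producing partner of a matched IDH1 knockdown line; potency means the concentration at half of the fitted maximal effect; 0% = DMSO-treated cells and -100% = media-only wells without cells; nearly all actives have a fitted effect of over 55% in size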
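750 cells/well, RPMI + 5% FBS; 2 h settle, compound pin-transfer, 48 h at 37 degrees C. CellTiter-Glo 10 min RT, luminescence. Normalized to DMSO and media-only wells.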
ATXN2 expr inh: Primary qHTS for Inhibitors of ATXN expression; Potency, µM (series often up to 57 µM), without a hit: at the top dose activity change, negative = inhibition, hits mostly inhibitors; HEK-293 ATXN2-luciferase reporter, luminescence, 24 h; actives 0.72% (n = 360,000); further: potency means the concentration at half of the fitted maximal effect; on the % scale 0 is the no-effect control and ±100 the full control effect; nearly all actives have a fitted effect of over 55% in size
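ATXN2-luciferase reporter cells (luciferase flanked by upstream and downstream ATXN2 gene portions) were treated 24 h at 37 °C with compounds at up to 57 uM. SteadyGlo luminescence gave expression; GF-AFC fluorescence gave viability.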
KB-3-1 cytotox: qHTS assay for MDR1-selective chemotherapeutics: Primary screen using the parental adenocarcinoma cell KB-3-1. Potency, µM (titrated, usually from 46.1 µM), for inactives: at the top dose activity change, negative = cytotoxic, actives largely listed as cytotoxic. KB-3-1 viability, CellTiter-Glo ATP luminescence, 72 h. actives 1.4% (n = 400,000); further: potency means the concentration at half of the fitted maximal effect; on the % scale 0 is the no-effect control and ±100 the full control effect; nearly all actives have a fitted effect of over 60% in size
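Parental KB-3-1 adenocarcinoma cells in phenol-red-free DMEM with 10% FBS were pin-treated with compounds at several concentrations, incubated 72 h at 37 °C, and viability read by CellTiter-Glo luminescence; concentration-effect curves were fitted after normalization.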
HT1080 IDH1KD tx: qHTS for induction of synthetic lethality in tumor cells producing 2HG: qHTS for the HT-1080-IDH1KD cell line | AID 686971, 2013 | HT-1080 IDH1 knockdown viability, ATP luminescence, 48 h | actives 2% (n = 360,000) | Potency, µM (series often up to 46.1 µM), for the others: at the top dose activity, negative = toxicity, actives largely listed as cytotoxic;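 further: potency means the concentration at half of the fitted maximal effect; 0% = DMSO wells and -100% = cell-free medium wells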
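IDH1KD HT-1080 cells, 750/well, RPMI + 5% FBS; compound pinned after 2 h settling; 48 h, 37 °C; CellTiter-Glo luminescence; % activity normalised to DMSO and no-cell wells; curves fitted, classed by r2 and efficacy.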
IL1B secr inh: qHTS for Inhibitors of Inflammasome Signaling: IL-1-beta AlphaLISA Primary Screen | THP-1 LPS/ATP IL-1B secretion, AlphaLISA, 16 h; stronger effect = lower value | activity change, % at 57.5 µM | actives 4.7% (n = 360,000); in the data active means activity change below about -50%; inconclusive means mostly about -30% to -49%; further: on the % scale 0 is the no-effect control and ±100 the full control effect
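Secreted IL-1B measured by AlphaLISA bead assay after 16 h compound exposure of THP-1 cells; compounds (final up to 57.5 uM) added 1 h before LPS (250 ng/mL) and ATP (1.25 mM) stimulation; lower signal means less secretion.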
ATXN viability: Viability Counterscreen for Primary qHTS for Inhibitors of ATXN expression; Potency, µM (titrated, usually from 56.7 µM), most hits filed as cytotoxic; AID 651635, 2014; S2 cells (HEK-293 line with an ATXN2-luciferase reporter) viability, CellTiter-Fluor protease fluorescence, 24 h; actives 0.49% (n = 400,000); further: potency means the concentration at half of the fitted maximal effect; nearly all actives have a fitted effect of over 40% in size
* marks the source's active call; other numbers are inactive results; i = inactive; ? = inconclusive; nt = no result given; [ ] = dose if it differs, or a comment. Unless noted, the call rests on the fitted dose curve; in most records, active means well fitted curve in the direction sought with a large enough effect; inconclusive means small, poorly fitted or top-dose-only effect, or another doubt; inactive means no such curve, though single readings can be large; an effect the other way counts as inactive or inconclusive.

SMILES	KB-V1 MDR tox	MCF10A rereplic	SW480 rerep	HT1080-NT tox	ATXN2 expr inh	KB-3-1 cytotox	HT1080 IDH1KD tx	IL1B secr inh	ATXN viability
COc1ccc(NC(=O)CN(C)CCOc2ccc(Cl)cc2)cc1OC	?	20%	4%	-4%	-18%	-2%	-3%	7	i
CN(C)S(=O)(=O)c1ccc(C(=O)Nc2cc3c(cc2C(=O)O)OCCCO3)cc1	7%	-9%	-5%	11%	?	1%	14%	4	i
COCc1nn2c(N)c(C#N)cnc2c1-c1ccccc1	?	2%	13%	-14%	18%	-32%	-2%	-7	i
[O-]/[N+](=C/c1ccco1)c1ccccc1	11%	10%	-14%	1%	nt	3%	3%	15	i
COc1ccc(NC(=O)c2ccccc2NC(=O)NC2CCCCC2)cc1	-24%	-179%[0.0737 µM]	7%	3%	41%[activator]	-23%	18%	0	i
CCn1c(=O)c2cc(C(=O)N(C)c3cc(Cl)c(OC)cc3OC)sc2c2ccccc21	-23%	nt	nt	nt	-23%	-4%	nt	nt	i
COC(=O)c1sccc1OCc1cccc(OC)c1	-6%	-1%	-2%	16%	nt	0%	1%	-2	i
O=C(Nc1cccnc1)c1ccc2c(c1)OCO2	25%	52%[0.0737 µM]	7%	1%	28%	-1%	14%	6	i
Cc1ccc2oc(-c3ccc(C)c(NC(=O)c4ccc(C(C)(C)C)cc4)c3)nc2c1	-12%	nt	nt	nt	13%	-9%	nt	nt	i
CC(C)CNc1ncnc2[nH]ncc12	-1%	3%	9%	-4%	-5%	-5%	-1%	37	i
COc1ccc(N(CC(=O)N2c3ccccc3CC2C)S(=O)(=O)c2c(C)nn(C)c2C)cc1 (configuration not stated)	0%	0%	-5%	-14%	2%	1%	-11%	17	i
O=C(CC1C(=O)NCCN1Cc1ccccc1C(F)(F)F)NCCn1cccn1 (configuration not stated)	10%	?	?	6%	2%	7%	3%	-3	i

3 entries from above, reformatted:
Under each structure: KB-V1 MDR tox | MCF10A rereplic | SW480 rerep | HT1080-NT tox | ATXN2 expr inh | KB-3-1 cytotox | HT1080 IDH1KD tx | IL1B secr inh | ATXN viability
CCn1c(=O)c2cc(C(=O)N(C)c3cc(Cl)c(OC)cc3OC)sc2c2ccccc21
→ -23% | nt | nt | nt | -23% | -4% | nt | nt | i
COC(=O)c1sccc1OCc1cccc(OC)c1
→ -6% | -1% | -2% | 16% | nt | 0% | 1% | -2 | i
O=C(Nc1cccnc1)c1ccc2c(c1)OCO2
→ 25% | 52%[0.0737 µM] | 7% | 1% | 28% | -1% | 14% | 6 | i

(list continues)
SMILES	KB-V1 MDR tox	MCF10A rereplic	SW480 rerep	HT1080-NT tox	ATXN2 expr inh	KB-3-1 cytotox	HT1080 IDH1KD tx	IL1B secr inh	ATXN viability
COc1ccc(/C=N/Nc2ccc([N+](=O)[O-])cc2)cc1Cn1cc([N+](=O)[O-])cn1	14%	13%	0%	?	-14%	4%	?	5	i
CCOc1ccc(C2=Nn3c(nnc3-c3cccnc3)SC2)cc1	?	10%	0%	-9%	-5%	-7%	-2%	-9	i
CC(C)CC(NC(=O)OC(C)(C)C)C(=O)NC(C(=O)N1CCCC1C(N)=O)C(C)C (configuration not stated)	7%	-2%	1%	4%	-3%	6%	-3%	14	i
Cc1ccc(Cc2nnc3n(-c4ccccc4)nc(C(=O)c4ccccc4)n3c2=O)cc1	8.2µM*	16µM*	18µM*	-1%	?	?	-28%	-4	?
O=C1CSC(=Nc2cccc(C(=O)O)c2)N1	6%	4%	-1%	5%	10%	14%	14%	-4	i
CCCCN(C)C1CCN(C(=S)Nc2ccc(OCC)cc2)CC1	-15%	-5%	-5%	0%	-3%	2%	0%	-21	i
CN(CC(=O)Nc1ccccc1Cl)C(=O)C1CCN(C(=O)c2ccc(F)cc2)CC1	-6%	-1%	3%	11%	nt	6%	13%	13	?
Cc1cccc(N2CCN(C3C(=O)Nc4ccccc4-n4nnnc43)CC2)c1C (configuration not stated)	?	nt	nt	?	nt	?	10µM*	29	nt
CC1CCN(S(=O)(=O)c2ccc3c(c2)N(CC(=O)NCc2cccnc2)C(=O)CS3)CC1	29%	-48%[inhibitor]	0%	1%	nt	-2%	8%	-1	?
COc1ccc(N2CCN(C(=O)COC(=O)c3nc(Cl)ccc3Cl)CC2)cc1	20%	nt	nt	-6%	nt	-4%	0%	4	i
CCn1nc(NC(=O)COC)c2cc3cccc(C)c3nc21	-1%	0%	?	2%	-15%	11%	1%	-5	i
CN(NC1OC(=O)c2ccccc21)c1ccccc1[N+](=O)[O-] (configuration not stated)	6%	0%	-142%[inhibitor]	19%	4%	13%	6%	11	i
COc1ccc(NC(=O)Cn2c(=O)n(-c3ccccc3)c(=O)c3oc4ccccc4c32)c(OC)c1	?	15%	9%	-1%	-11%	-21%	-2%	-1	i
CN(C(=O)c1cccc(NC(=O)Cc2cccc(NC(=O)C3CCN(C(=O)C4CCC4)CC3)c2)c1)C1CCC1	-4%	-2%	?	-4%	-12%	0%	1%	-22	i
COc1ccc(-c2c(C)nn3c(N4CCN(c5ccccc5)CC4)cc(C)nc23)cc1OC	0%	nt	nt	nt	-35%	-8%	nt	nt	?
Nc1nc2c(Br)ccc(Br)c2cc1C(=O)NCc1cccc2ccccc12	0%	nt	nt	-20%	-3%	26%	16µM*	-2	?
Cc1ccc(S(=O)(=O)N2CCN(C(=O)CSc3nc(N)cc(=O)[nH]3)CC2)c(C)c1	3%	5%	-23%	4%	21%	20%	0%	-17	i
COc1cccc(C2/C(=C(\O)c3ccc4c(c3)OCCO4)C(=O)C(=O)N2CCCn2ccnc2)c1 (configuration not stated)	0%	1%	-12%	6%	10%	-3%	7%	-7	i
COc1ccc(CCNC(=O)CSc2nnc(CNC(=O)c3ccccc3F)o2)cc1OC	0%	-1%	0%	-6%	-14%	0%	5%	23	i
Cc1ccc(CSc2nc3ccccc3c3nc(CCn4c(C)nc5ccccc54)nn23)cc1	3%	nt	nt	nt	10%	5%	nt	nt	i
CCN(CC)CCN(C(=O)c1ccc2c(c1)OCCO2)c1nc2c(Cl)cccc2s1	-25%	0%	-1%	-10%	-26%	1%	-17%	-66*	i
Cc1cccc(COCC(CC(C)C)N2CCN(C(=O)c3ccc(C(F)(F)F)cc3)CCC2=O)c1 (configuration not stated)	-2%	24%	?	0%	-29%	-22%	-5%	-54*	?
CC(=O)c1c(N)nc2n(c1=O)CCCCC2	-2%	-14%	2%	0%	-8%	-3%	1%	-8	i
Cc1cc(NC(=O)C(C)SCC(=O)Nc2cc(C(F)(F)F)ccc2N2CCOCC2)no1 (configuration not stated)	-3%	1%	-718%	-1%	-15%	0%	5%	0	i
COc1ccccc1NC(=O)CN1CCN(c2ccccc2F)CC1	-7%	19%	-2%	2%	-1%	-9%	-1%	-9	i
O=C(Nc1ccc(C(=O)NN2C(=O)c3ccccc3C2=O)cc1)c1ccccc1	3%	2%	-10%	-2%	nt	0%	-2%	-18	i
CC1(C)CC2(CCO1)OC(=O)CC2C(=O)Nc1ccc(Br)cc1 (configuration not stated)	8%	-2%	6%	12%	1%	-5%	7%	-8	i
CCOc1ccccc1C(=O)N[C@H](C(=O)NNC(=O)c1cccs1)C(C)C	-6%	4%	-15%	5%[9.24 µM]	3%	6%	8%	10	i
C=CCN1C(=O)/C(=C\c2ccc(Oc3nc(N4CCOCC4)nc(N4CCOCC4)n3)c(OC)c2)SC1=S	-5%	?	16%	4%	-30%	3%	6%	30	i
NC(=O)CSc1nnc(COc2ccccc2)n1Cc1ccco1	?	-3%	-34%[inhibitor]	-15%	-20%	-2%	4%	25	i
CC(NC(=O)c1cc(F)c(F)cc1Cl)C1CC2CCC1C2 (configuration not stated)	5%	14%	-7%	2%	5%	1%	1%	2	i
CC(C)(CNC(=O)c1cccc(S(=O)(=O)NCc2ccccc2)c1)N1CCOCC1	?	1%	-8%	-4%	-6%	-10%	0%	2	i
O=C(c1ccccc1F)N1CCN(S(=O)(=O)c2ccc3c(c2)OCCO3)CC1	-10%	9%	-6%	0%	-17%	-28%	1%	-16	i
O=C1/C(=C/c2cccs2)Cc2ccccc21	6%	1%	-2%	19%	5%	16%	20%	3	i
NC(=O)CC(NC(=O)Cc1ccc(Br)cc1)c1ccc(NC2CCC2)c([N+](=O)[O-])c1 (configuration not stated)	0%	11%	10%[9.22 µM]	-3%	0%	-12%	0%	17	i
COc1ccc(C(C)(O)c2nc(-c3cccc(C(=O)O)c3)cs2)cc1 (configuration not stated)	3%	nt	nt	7%	44%[activator]	0%	-1%	12	i
CC1CCCN(C(=O)COC(=O)c2ccc(=O)n(Cc3ccccc3)n2)C1 (configuration not stated)	?	2%	-5%	2%	3%	19%	10%	2	i
O=C(Nc1ccc2ccccc2n1)c1ccccc1	?	17%	-7%	0%	44%[activator]	-1%	3%	26	i
Cc1ccn2c(=O)nc(SCC(=O)NCc3ccco3)nc2c1	-1%	6%	8%	-2%	10%	29%	-4%	7	i
COc1cc(NS(=O)(=O)c2ccc3c(c2)CCN3S(C)(=O)=O)cc(OC)c1	?	nt	nt	nt	2%	-1%	nt	nt	?
Cc1ccc(N(Cc2ccc(C(=O)NCC3CCCO3)cc2)S(C)(=O)=O)cc1C (configuration not stated)	?	?	6%	7%	5%	3%	9%	0	i
CCN(CC)C(=O)c1scc2c1OCCO2	12%	-1%	3%	-2%	1%	-2%	-3%	-56*	i
Cc1cccc(NC(=O)/C(C#N)=C/c2ccc(C)o2)c1	-24%	nt	nt	nt	52%[activator]	-24%	nt	nt	i

Assay outcomes (PubChem)
